LMPTP inh = blocks human LMPTP phosphatase | actives 0.22% (n = 360,000) | recombinant LMPTP-A, OMFP fluorogenic substrate, fluorescence intensity | inhibition, % at 20 µM;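 active = compounds that cut the enzyme signal by at least half of the control window in the single-dose screen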;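 note: plate controls were DMSO wells with enzyme plus substrate for no effect and substrate without enzyme for full effect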
Target sequence (P24666 whole entry, looked up): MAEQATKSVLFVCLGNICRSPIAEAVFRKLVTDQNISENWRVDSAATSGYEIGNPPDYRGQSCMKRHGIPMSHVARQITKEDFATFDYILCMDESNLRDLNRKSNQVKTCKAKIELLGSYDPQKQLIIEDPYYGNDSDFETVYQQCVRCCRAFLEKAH
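Assay system: LMPTP-A phosphatase enzyme | Input: 0.625 nM enzyme | Also added: Fluorogenic phosphatase substrate OMFP at 400 µM final | Compound dosing: One test concentration per compound, 20 µM, with 3% DMSO overall | Schedule: 50 min enzyme reaction at room temperature, protected from light | Signal: Fluorescence intensity | Benchmarks: no-enzyme and uninhibited controls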
PABP1 MLLE inh = blocks PAM2 peptide binding to the PABP1 MLLE domain; GST-MLLE / FITC-PAM2 fluorescence polarization; inhibition, % at 20 µM; actives 0.36% (n = 360,000); in the data active = inhibition above about 35%, passing the limit was not always enough;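 note: plate controls were DMSO wells with GST-MLLE for no effect and wells lacking GST-MLLE protein for full effect; some results filed as inactive read as strong as hits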
Rpn11 inh = Rpn11 (human) deubiquitinase inhibition; O00487; human 26S proteasome, Ub4-pepOG fluorescence polarization; 20S core pre-blocked with epoxomicin; calls only at 20 µM; actives 0.59% (n = 360,000); AID 588493;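 active = inhibition at 20 µM, scaled to each plate's controls, above about 33%, limit read from the data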
Target sequence (O00487 whole entry, looked up): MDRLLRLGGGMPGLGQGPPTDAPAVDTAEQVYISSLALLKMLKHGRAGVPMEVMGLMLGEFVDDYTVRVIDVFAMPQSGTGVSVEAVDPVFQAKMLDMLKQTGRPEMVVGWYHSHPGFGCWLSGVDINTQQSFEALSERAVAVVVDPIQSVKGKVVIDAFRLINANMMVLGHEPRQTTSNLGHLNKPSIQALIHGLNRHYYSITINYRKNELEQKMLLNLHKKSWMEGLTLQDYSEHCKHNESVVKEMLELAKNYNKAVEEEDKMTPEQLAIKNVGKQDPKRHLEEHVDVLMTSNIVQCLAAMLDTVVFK
TbMetRS inhib = Trypanosoma brucei MetRS inhibition | purified T. brucei MetRS, ATP depletion, Kinase-Glo luminescence | actives 0.4% (n = 360,000) | inhibition, % at 11.9 µM;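 active = inhibition above a per-plate cutoff of the control wells' mean inhibition plus 3 SD, cut at about 5.5% in these data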;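 note: 0% = DMSO wells median and 100% = median of wells with control inhibitor compound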
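technique = Kinase-Glo luminescence, ATP depletion format | system = purified MetRS (methionyl-tRNA synthetase) enzyme from Trypanosoma brucei | timing = 15 min preincubation, 2 h reaction, all 25 °C | evaluation = percent inhibition versus plate control medians | dosing = single dose, 11.9 µM final nominal, 0.9% final DMSO | also added = substrates ATP, L-methionine and bulk Escherichia coli tRNA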
NadD block = blocks S. aureus nicotinate mononucleotide adenylyltransferase | actives 0.78% (n = 360,000) | purified NadD enzyme, colorimetric absorbance read-out | inhibition, % at 20 µM; in the data active = inhibition above about 26%; note: some compounds past the cut are filed as inactive
SUMO1 PPI mod = alters human SUMO1 binding to SIM partners. P63165. SUMO1 binding to a labelled peptide, TR-FRET, 1 h. inhibition, % at 20 µM. actives 0.33% (n = 360,000). AID 602429; in the data active = inhibition above about 37%
Target sequence (P63165 whole entry, looked up): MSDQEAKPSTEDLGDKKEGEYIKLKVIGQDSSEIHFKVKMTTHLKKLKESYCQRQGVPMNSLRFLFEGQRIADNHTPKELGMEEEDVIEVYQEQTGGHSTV
CSN deneddyl inh = inhibitors of human CSN-mediated cullin deneddylation; Q92905; inhibition, % at 12.5 µM; actives 0.38% (n = 360,000); Purified CSN, SCF-Nedd8-OG deneddylation, fluorescence polarization;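 active = pattern-corrected inhibition above about 35%, with an unprinted fluorescence ratio check between 0.5 and 1.5, limit read from the data, passing the limit was not always enough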;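 note: 0% = enzyme with substrate and 100% = substrate without enzyme; some results filed as inactive read as strong as hits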
Target sequence (Q92905 whole entry, looked up, one chain of several): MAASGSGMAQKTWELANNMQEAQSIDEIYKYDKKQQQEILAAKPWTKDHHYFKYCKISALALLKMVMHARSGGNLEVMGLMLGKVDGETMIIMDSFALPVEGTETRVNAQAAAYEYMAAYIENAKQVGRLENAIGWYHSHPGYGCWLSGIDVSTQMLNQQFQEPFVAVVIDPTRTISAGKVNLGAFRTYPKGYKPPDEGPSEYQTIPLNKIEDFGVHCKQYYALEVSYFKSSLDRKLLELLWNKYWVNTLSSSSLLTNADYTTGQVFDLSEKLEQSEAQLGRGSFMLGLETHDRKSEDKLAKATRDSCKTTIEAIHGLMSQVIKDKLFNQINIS
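Material: purified human Csn5 enzyme expressed in HEK293T cells / Medium: Tris buffer pH 7.5, NaCl, DTT, Tween-20, trehalose, ovalbumin / Compound dosing: 12.5 µM single point / Schedule: 90 min incubation of compound, enzyme and substrate at room temperature / Signal: fluorescence polarization of the substrate / Control set: no-enzyme wells high, enzyme-with-substrate wells low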
Scp-1 inhibitor = blocks human Scp-1 phosphatase activity | actives 0.88% (n = 340,000) | inhibition, % at 20 µM | Recombinant Scp1, phosphopeptide, malachite green phosphate absorbance;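 active = inhibition above about 50% at 20 µM, limit read from the data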;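 note: plate controls were DMSO wells with enzyme for no effect and wells lacking enzyme for full effect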
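Times: enzyme reaction 45 min at room temperature, colour 5 min, stabilisation 30 min. Material: SCP-1 catalytic fragment, aa 76-261. Medium: Acidic Tris acetate buffer with magnesium and detergent. Signal: colorimetric free-phosphate detection, absorbance 630 nm. Read-out basis: % inhibition of SCP-1 phosphate liberation. Reagent: Phosphorylated 17-residue peptide substrate.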
DNMT1 inh = inhibitors of human DNMT1. actives 0.83% (n = 360,000). P26358. DNMT1 molecular beacon, Hinp1I cleavage, fluorescence. inhibition (reported as % activation of signal), % at 10 µM; in the data active = inhibition above about 50%
STEP block = inhibitors of human striatal-enriched phosphatase STEP. recombinant STEP, OMFP fluorogenic substrate, fluorescence. inhibition, % at 20 µM. actives 0.25% (n = 360,000). AID 588621;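 active = inhibition at 20 µM, scaled per plate between control wells, above about 37%, limit read from the data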;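 note: 0% = DMSO with enzyme and substrate and 100% = substrate only without enzyme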
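System: STEP (striatal-enriched tyrosine phosphatase) enzyme, cell-free; medium: Bis-Tris pH 6.0 buffer with DTT, detergent; dosing: 20 µM, 1% DMSO; times: reaction 20 min, ambient temperature; detection: fluorescence, 480/540 nm; read-out basis: normalized % inhibition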
* marks the source's active call; other numbers are inactive results; i = inactive; · = not tested or not shown; + = active, no number; & = joins results of further samples.

SMILES | LMPTP inh | PABP1 MLLE inh | Rpn11 inh | TbMetRS inhib | NadD block | SUMO1 PPI mod | CSN deneddyl inh | Scp-1 inhibitor | DNMT1 inh | STEP block
CCSC1=N/C(=C\c2ccc(-c3ccccc3[N+](=O)[O-])o2)C(=O)S1 | 5.1 | 136 | i | -0.8 | 14 | -1 | -47 | -20 | -3 | 1
Cc1ccc(NC(=O)CC(NC(=O)c2ccccc2Cl)c2ccccc2)nc1 (stereo not drawn) | -0.8 | -5 | i | -0.1 | -3 | -4 | -3 | -8 | 3 | 2
Cc1ccc(OCn2c(=O)sc3ccccc32)cc1 | 1.6 | 0 | i | -0.1 | -4 | 0 | -5 | -11 | -1 | 4
COc1ccc(NC(=O)NC2CCCCCCC2)cc1OC | 0.1 | -4 | i | -0.9 | -6 | 4 | 8 | 4 | 2 | 0
CCN(Cc1ccccc1)c1cc2c(c3c1ccn3C)C1CCC2O1 (stereo not drawn) | 1.3 | 18 | i | -1.5 | -3 | -5 | -3 | · | -4 | 3
CCCCCCCCN1C(=O)[C@H](CC(=O)NCc2ccc(OC)c(OC)c2)C[C@@]2(C(=O)OCC)CCCC=C12 | 4.2 | · | · | 0.4 | 4 | 1 | -1 | · | · | ·
CCOc1cccc2sc(=NC(=O)CCS(=O)(=O)c3ccc(F)cc3)n(C)c12 | 0.6 | -11 | i | -0.7 | 3 | -29 | -3 | 10 | 6 | 0
Cc1ccc(CNC(=O)c2ccc(CS(=O)Cc3cccc(Cl)c3)o2)cc1 (stereo not drawn) | -0.1 | -11 | i | 0.1 | 2 | -3 | 0 | -5 | -3 | 1
Cc1ccc([N+](=O)[O-])cc1S(=O)(=O)Nc1cccc(S(=O)(=O)Nc2ccccc2C(=O)O)c1 | 0.1 | -8 | i | -0.2 | -4 | -8 | -4 | 7 | 2 | 0
CC(C)NC[C@H](O)COc1cccc2ccccc12 | -1.1 | 8 | i | -1.8 | -2 | -3 | 0 | -11 | 4 | -2
CC(C)Oc1ccc(C(=O)NNC(=O)c2ccccc2C(=O)O)cc1 | -0.9 | 8 | i | 0.0 | -3 | -6 | 5 | -10 | 0 | -1
CC(C)(C)OC(=O)N1C(=O)[C@](OC(=O)c2ccccc2)(c2ccccc2)c2cccc(F)c21 | 2.5 | · | · | -0.5 | 18 | 3 | -2 | · | · | ·
COc1ccc(S(=O)(=O)N(C)C[C@H]2Oc3ccc(NS(=O)(=O)c4cccs4)cc3C(=O)N([C@H](C)CO)C[C@@H]2C)cc1 | -1.5 | -27 | i | -0.2 | 7 | 4 | 0 | 6 | -2 | -2
Oc1ccc2ccccc2c1CN1CCOCC1 | 1.5 | 15 | i | -0.8 | -3 | -2 | 1 | 3 | 1 | 2
Cc1ccc(-n2ncc3c2CC(C)(C)CC3NC(=O)CCN2CCCO2)cc1 (stereo not drawn) | -0.3 | 1 | i | -1.1 | 2 | 0 | 0 | -6 | 0 | -2
Cc1[nH]n(-c2ccccc2)c(=O)c1CCOC(=O)c1ccc(C(F)(F)F)cc1 | 1.9 | -3 | i | -0.1 | -5 | 0 | 0 | 0 | 10 | 7
CCOC(=O)c1ccc(-n2c(CN3CCOCC3)nc3ccc([N+](=O)[O-])cc3c2=O)cc1 | 0.6 | -10 | i | -0.5 | -3 | -38 | 1 | -9 | -2 | 1
CC1(C)C2CCC(C2)C1(C)NC(=O)CN1CCOCC1 (stereo not drawn) | -1.0 | -5 | i | -0.1 | 1 | 1 | 6 | -9 | 5 | -2
Cc1cc(N)n(-c2ccc(S(N)(=O)=O)cc2[N+](=O)[O-])n1 | -1.0 | -1 | i | 0.5 | -7 | -14 | -3 | -4 | 0 | -2
CC(N=C1NS(=O)(=O)c2ccccc21)c1ccccc1 (stereo not drawn) | -0.3 | -12 | i | -1.1 | 7 | -1 | -3 | -12 | -1 | 1
CN1CCN(CCCN2c3ccccc3Sc3ccc(C(F)(F)F)cc32)CC1 | -5.9&-5.7&-4.6 | 12&-3&-8 | i | -0.5&-0.7&-0.8 | -2&-3&-3 | -13&-6&-6 | -5&-4&-2 | -5&12&-6 | 5&1&-2 | 2&8&1
O=C1CCCC2=C1C(c1ccc(O)c(Br)c1)C1=C(CCCC1=O)N2c1ccccc1 | 1.0 | 5 | i | -1.3 | -1 | -5 | 4 | 2 | -16 | 0
CCC1(C)NC(=O)N(CC(=O)N2N=C(c3ccccc3)CC2c2ccc(OC)cc2)C1=O (stereo not drawn) | -0.6 | 5 | i | -1.1 | 3 | -4 | -3 | -2 | 2 | 1
O=C(CSc1nc2ccccc2c(=O)n1-c1ccccc1F)NC1CC1 | -1.8 | -7 | i | -0.2 | -3 | -1 | -5 | -5 | 0 | -1
CSCCC(NC(=O)c1ccccc1Cl)C(=O)Nc1ccc(C)c(S(=O)(=O)N2CCOCC2)c1 (stereo not drawn) | -1.6 | -2 | i | -0.4 | 0 | 0 | -1 | 1 | 0 | -1
CCC1CC2CC(NC(C)=O)C1C2 (stereo not drawn) | -1.0 | 0 | i | -1.4 | 5 | -4 | 3 | -1 | 4 | 3
Cc1nn(Cc2ccc(F)cc2)c(C)c1NC(=O)CCCn1nc([N+](=O)[O-])cc1C | -2.1 | 10 | i | -0.1 | -2 | -9 | 2 | -7 | 1 | -1
CC(C)CNC(=O)NC(=O)COC(=O)Cn1cnc2ccccc2c1=O | -1.6 | -17 | i | -0.2 | -1 | 2 | -1 | 2 | 0 | -3
COc1ccc(CCNC(=O)C2CCN(S(=O)(=O)c3cccc4nsnc34)CC2)cc1OC | -0.4 | -4 | i | -0.2 | 0 | -18 | -1 | 0 | 5 | -2
COC(=O)CN1C(=S)N(c2ccc(OC)cc2)C(=O)/C1=C/c1ccc(N2CCOCC2)cc1 | 4.9 | -154 | · | -1.1 | 1 | -50 | 36* | 1 | -6 | -6
NS(=O)(=O)c1ccc(CNC(=O)c2cccc(Oc3ccccc3)c2)cc1 | 1.5 | 13 | i | 0.0 | -4 | -3 | -1 | -6 | 2 | -3
CC(C)COc1ccc(S(=O)(=O)n2cc(F)c(=O)[nH]c2=O)cc1 | -0.7 | 7 | i | -0.8 | -2 | -1 | 0 | -4 | -1 | -2
CC1(C)N=C(C(=O)c2ccccc2)N(O)C1(C)O (stereo not drawn) | -0.6 | 4 | i | -0.4 | -3 | 0 | -5 | 0 | 2 | -2
N#CC(=C1Nc2ccccc2N1)S(=O)(=O)c1ccccc1 | -1.2 | -11 | i | 0.3 | 0 | 3 | -24 | -7 | 1 | -2
O=C(COC(=O)CSc1ccc(F)cc1)NC1CCCCCC1 | 0.3 | -20 | i | -0.2 | -5 | 1 | 1 | -11 | 1 | 3
O=c1cc(C(F)(F)F)nc(-c2ccccc2)[nH]1 | -2.2 | -10 | i | -0.6 | -6 | -1 | 2 | -8 | -1 | 1
CN1CCN(C(=O)C2(NC(=O)Nc3ccccc3Cl)CCCCC2)CC1 | 0.4 | 6 | i | -0.9 | 5 | -2 | 1 | 0 | 1 | -1
CCOC(=O)c1ccc(NC(=O)CCc2ccc(CC)o2)cc1 | 1.6 | -12 | i | 0.1 | -3 | -2 | 0 | -10 | 1 | -2
CN(C)/C=C1\C=C2C(=O)c3ccccc3N2C1=O | -72 | i | i | -0.5 | -4 | -158 | -76 | -16 | + | i
COc1ccccc1NS(=O)(=O)c1cccc(NC(=O)c2ccc3ccccc3n2)c1 | 1.2 | -9 | i | 0.3 | -5 | 2 | -2 | -20 | -1 | 9
COc1ccc(-c2nc(-c3ccccn3)ncc2S(C)(=O)=O)cc1 | -0.8 | 2 | i | 0.0 | -4 | -3 | 3 | -7 | -1 | 2
Cc1nn(Cc2c(F)cccc2Cl)c(=O)c2ccccc12 | -0.2 | -6 | i | 0.0 | -3 | 1 | 6 | -3 | -3 | 1
COC(=O)c1ccc(S(=O)(=O)N2CCCCC2)o1 | -0.3 | 10 | i | -0.2 | 2 | 0 | 4 | -11 | 1 | -3
C[C@H](CO)N1C[C@H](C)[C@@H](CN(C)C(=O)Nc2ccc3c(c2)OCO3)Oc2c(NC(=O)Cc3ccccc3)cccc2C1=O | -2.5 | 4 | i | -2.4 | 0 | 3 | -3 | 7 | 3 | 2
CC(C)(C)NC(=O)C(c1cc2ccccc2o1)n1c(=O)c(-c2ccco2)nc2ccccc21 (stereo not drawn) | 2.2 | · | · | -0.3 | · | -7 | 24 | · | · | ·

4 of the compounds above, with values under each structure.
Order of results – LMPTP inh, PABP1 MLLE inh, Rpn11 inh, TbMetRS inhib, NadD block, SUMO1 PPI mod, CSN deneddyl inh, Scp-1 inhibitor, DNMT1 inh, STEP block
- CN1CCN(CCCN2c3ccccc3Sc3ccc(C(F)(F)F)cc32)CC1
  -5.9&-5.7&-4.6, 12&-3&-8, i, -0.5&-0.7&-0.8, -2&-3&-3, -13&-6&-6, -5&-4&-2, -5&12&-6, 5&1&-2, 2&8&1
- CC(N=C1NS(=O)(=O)c2ccccc21)c1ccccc1 (stereo not drawn)
  -0.3, -12, i, -1.1, 7, -1, -3, -12, -1, 1
- COc1ccc(NC(=O)NC2CCCCCCC2)cc1OC
  0.1, -4, i, -0.9, -6, 4, 8, 4, 2, 0
- CSCCC(NC(=O)c1ccccc1Cl)C(=O)Nc1ccc(C)c(S(=O)(=O)N2CCOCC2)c1 (stereo not drawn)
  -1.6, -2, i, -0.4, 0, 0, -1, 1, 0, -1

(more compounds)
SMILES | LMPTP inh | PABP1 MLLE inh | Rpn11 inh | TbMetRS inhib | NadD block | SUMO1 PPI mod | CSN deneddyl inh | Scp-1 inhibitor | DNMT1 inh | STEP block
CC(C)c1ccc(NC(=O)CSc2nnc(-c3ccccn3)n2C)cc1 | 0.2 | -6 | i | 0.0 | 7 | -4 | -1 | -4 | -5 | -3
COc1ccc(/C=C2\CCC(C3CCCC3)C2=O)cc1Cn1cccn1 (stereo not drawn) | 1.5 | 20 | i | -1.7 | 15 | -12 | 4 | 3 | -2 | 4
CC(=O)c1nc2ccccc2n1CCc1ccccc1 | 0.6 | 9 | i | -0.5 | 0 | -4 | 2 | 4 | -1 | -1
Cc1ccc(C)c(NC(=O)[C@@H]2CCCN2S(=O)(=O)c2ccccc2F)c1 | -1.8 | 9 | i | -0.5 | -4 | 5 | 0 | -7 | 4 | -2
Cc1ccc(CN(c2ccc(C(=O)N3CCOCC3)cc2)S(C)(=O)=O)cc1 | -1.5 | 4 | i | -0.8 | -3 | 0 | -3 | 3 | 6 | 2

Screening data from PubChem BioAssay.
